Source: PubChem BioAssay (National Center for Advancing Translational Sciences (NCATS))
FEN1 inh = qHTS Assay for the Inhibitors of Human Flap endonuclease 1 (FEN1); hit rate 0.35% among 390,000; Potency, µM (highest dose often 114 µM), inactives show at the top dose activity change, negative = inhibition, most hits filed as inhibitors; P39748; Recombinant FEN1 flap cleavage, fluorescence, 15 min; AID 588795, 2011; also: nearly all actives have a fitted effect of over 65% in size
Target sequence (P39748 whole entry, looked up): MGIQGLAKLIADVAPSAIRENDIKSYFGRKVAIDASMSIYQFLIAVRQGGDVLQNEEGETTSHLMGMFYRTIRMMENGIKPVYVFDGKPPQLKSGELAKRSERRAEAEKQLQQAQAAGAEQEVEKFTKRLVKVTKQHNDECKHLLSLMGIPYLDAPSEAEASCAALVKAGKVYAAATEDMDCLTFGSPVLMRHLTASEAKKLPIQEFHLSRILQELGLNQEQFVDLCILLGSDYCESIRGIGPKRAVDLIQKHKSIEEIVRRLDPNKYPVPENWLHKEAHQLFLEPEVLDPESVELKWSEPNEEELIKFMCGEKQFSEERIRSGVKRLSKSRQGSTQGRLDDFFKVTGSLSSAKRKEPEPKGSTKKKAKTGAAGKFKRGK
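FEN1 at 10 nM preincubated with compounds 15 min at room temperature, then flap DNA substrate added at 50 nM final. Signal read at 0 and 15 min; concentration-response fitted with four-parameter Hill equation.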
N370S GC = qHTS Assay for Inhibitors and Activators of N370S glucocerebrosidase as a Potential Chaperone Treatment of Gaucher Disease; AID 2101, 2009; N370S GC spleen homogenate, 4MU-glucoside fluorescence; Potency, µM (highest dose often 59.4 µM), for the others: top-dose activity change, negative = inhibition, actives largely listed as inhibitors; Lysosomal acid glucosylceramidase (Homo sapiens), P04062; hit rate 0.092% among 330,000;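 also: 0% = full enzyme activity and -100% = no enzyme basal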
TDP1 block = qHTS Assay for Inhibitors of Tyrosyl-DNA Phosphodiesterase (TDP1). recombinant TDP1, AlphaScreen DNA substrate cleavage. Potency, µM (highest dose often 130 µM), without a hit: at the top dose activity change, negative = inhibition, hits mostly inhibitors. hit rate 0.28% among 350,000. AID 485290, 2010; also: nearly all actives have a fitted effect of over 40% in size
Target sequence (Q9NUW8 whole entry, looked up): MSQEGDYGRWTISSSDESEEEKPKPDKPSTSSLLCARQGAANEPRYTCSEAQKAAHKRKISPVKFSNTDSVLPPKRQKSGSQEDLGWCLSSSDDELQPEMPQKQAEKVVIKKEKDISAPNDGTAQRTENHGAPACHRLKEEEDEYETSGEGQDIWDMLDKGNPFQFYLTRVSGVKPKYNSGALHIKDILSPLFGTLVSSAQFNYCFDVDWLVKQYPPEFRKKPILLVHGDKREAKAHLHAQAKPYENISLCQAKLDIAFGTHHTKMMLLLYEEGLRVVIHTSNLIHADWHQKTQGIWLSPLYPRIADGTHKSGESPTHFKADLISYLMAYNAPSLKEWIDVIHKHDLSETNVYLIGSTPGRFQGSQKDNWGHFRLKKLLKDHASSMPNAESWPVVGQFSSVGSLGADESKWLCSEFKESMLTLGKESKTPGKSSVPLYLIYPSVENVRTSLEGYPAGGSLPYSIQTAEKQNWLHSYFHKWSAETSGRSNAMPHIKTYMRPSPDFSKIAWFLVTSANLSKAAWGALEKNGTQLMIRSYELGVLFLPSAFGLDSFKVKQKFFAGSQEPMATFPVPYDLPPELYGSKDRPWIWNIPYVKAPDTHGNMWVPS
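E. coli-derived human Tdp1, 1 nM final. Cpd preinc 15 min RT; substrate 15 nM final, 5 min RT; AS bead mix 10 ug/ml final, 10 min RT. Signal loss = tyrosine-FITC cleavage. No-enzyme wells = max signal.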
* hit, by the source's call; ? = inconclusive; · = no result given; & = joins results of further samples; [ ] = another dose, or the depositor's remark. Calls follow the shape of the dose curve; as a rule, active = well fitted curve in the direction sought with a large enough effect; inconclusive = small, poorly fitted or top-dose-only effect, or another doubt; inactive = no such curve, though single readings can be large; an effect the other way counts as inactive or inconclusive. Unless noted, % is scaled to controls: 0 for no effect and ±100 for the full control effect; potency is read from the fitted curve at half-maximal effect.

mol,TDP1 block,FEN1 inh,N370S GC
O=C(NCC1CCCO1)c1ccc2c(=O)n(CC3CCCO3)c(SCC(=O)N3CCCC3)nc2c1 (stereo not drawn),7%,-2%,10%
Cc1cc(Cl)ccc1OCCCC(=O)Nc1cccc(-n2cnnn2)c1,3%,-23%,-12%
COC(=O)N1c2ccccc2C=Cc2ccccc21,·,-2%,-1%
O=S1(=O)CC=C(CSc2nc3ccccc3[nH]2)C1,7%,2%,3%
COC(=O)c1ccc(N2CN=C(c3ccc(C)cc3)NC2=S)cc1,3%,10%,?
O=C(NCCCO)C(=O)Nc1c2c(nn1-c1ccccc1)CSC2,8%,-10%,·
CCNc1nc(NC(C)(C)C)nc(N(CC)n2cnnc2)n1,2%,-12%,-5%
CCn1c2c(c(=O)n3ncc(C(=O)Nc4ccc(OC(F)(F)F)cc4)c13)CN(Cc1ccc(OC)cc1)CC2,9%,1%,·
COc1ccccc1C(=O)NC(CCSC)C(=O)NC1CC1 (stereo not drawn),1%,-8%,·
COC(=O)c1ccsc1NC(=O)CSc1nnnn1-c1ccccc1SC,-2%,4%,6%
CSc1ccc(CN(C)C(=O)C23CC4CC(CC(Cl)(C4)C2)C3)cc1,-9%,2%,15%
O=C(CSc1nnc(Cc2cc(=O)[nH]c(=O)[nH]2)n1-c1ccc(Cl)cc1)N1CCc2ccccc21,-5%,·,-9%
Cc1nc(C)c(-c2csc(Nc3ccccn3)n2)s1,8%,-16%,-4%
CC(=O)c1cccc(NC(=O)Oc2ccccc2)c1,-1%,-2%,4%
COc1cc(/C=N/Nc2ccc(Cl)cc2)ccc1OC(=O)c1cccs1,5%,-8%,4%
O=C(Nc1cccc(Cl)c1)c1cccc(N2C(=O)C3CC=CCC3C2=O)c1 (stereo not drawn),25µM*,2%,3%
CC1=CC2=NC(=O)CC(C)(C(=O)N(CC(=O)NC(C)(C)C)Cc3cccs3)N2C=C1 (stereo not drawn),-5%,8%,8%
Cc1cccc(N2CCN(C(=O)c3ccc4ncsc4c3)CC2)c1C,1%,-3%,6%
Cc1onc(-c2ccccc2)c1C(=O)N1CCCCCC1,1%,-12%,4%
COc1ccc2nccc(C(=O)O)c2c1,11%[21 µM],·,15%[21.6 µM]
O=C1C=C(NCc2ccc(Cl)c(Cl)c2)C2(CCCCC2)O1,-6%,-10%,1%
Cc1ccc(NC(=O)C2CCCN(S(=O)(=O)c3cccc4nonc34)C2)cc1 (stereo not drawn),·,-6%,-1%
COc1ccccc1CNC(=O)c1ccc(-c2nc(CS(=O)c3ccc(C)cc3)c(C)o2)cc1 (stereo not drawn),14%,5%,·
COc1ccc(S(=O)(=O)N2CCN(C3Cc4ccccc4C3)CC2)cc1,-1%,-2%,10%
CSCCC(CO)NC(=O)OCc1ccccc1 (stereo not drawn),3%,-5%,-2%
O=C(C1CCN(S(=O)(=O)c2cccs2)CC1)N(c1ccccn1)C1CCCCC1,2%,4%,3%
COc1ccc(-c2[nH]ncc2CN(C)Cc2cnccn2)c(OC)c1,-10%,4%,-2%
Cc1ccc(CON=C2CCN(c3ncc(C(F)(F)F)cc3Cl)CC2)cc1,-4%,1%,-3%
Cc1ccccc1CSCC(=O)Nc1c(C)n(C)n(-c2ccccc2)c1=O,-3%,3%,-3%
COc1ccc(OC)c(NC(=O)c2ccc(NC3=NC4CS(=O)(=O)CC4S3)cc2)c1 (stereo not drawn),·,-4%,-3%

(continued)
mol,TDP1 block,FEN1 inh,N370S GC
Cc1csc(=O)n1CC(=O)OCC(=O)c1c(N)n(C)c(=O)n(C)c1=O,-9%,14%,-2%
Cc1cccc(NC(=O)c2ccc(C(=O)c3ccccc3)o2)c1,4%,-6%,-2%
O=C(NCc1cccc(Cl)c1)c1ccc2c(c1)OCCO2,·,-1%,5%
CCOC(=O)N1CCN(C(=O)CSc2nnc(Cc3cccn3C)n2CCc2ccccc2)CC1,4%,-18%,-1%
CN1C(=O)/C(=C\C(=O)c2cccs2)c2ccccc21,9%,-11%,5%
COC(=O)CCC(=O)N1CCCC(N2CCN(c3cccc(C(F)(F)F)c3)CC2)C1 (stereo not drawn),·,5%,-1%
CCOC(=O)c1sc(NC(C)=O)nc1C,0%,-4%,0%
CCN(C(=O)CSc1nnnn1C)C1CCS(=O)(=O)C1 (stereo not drawn),2%,8%,2%
O=C(NCCC1CCCCN1S(=O)(=O)c1ccccc1)C(=O)Nc1ccc(F)cc1 (stereo not drawn),-1%,-14%,2%
CC(C)(C)c1cc(NC(=O)c2ccc(OC3CCCC3)cc2)no1,3%,-5%,1%
Cc1ccc(C(C(=O)NCc2ccccc2)N(Cc2cccs2)C(=O)c2ccc3c(c2)OCCO3)cc1 (stereo not drawn),3%,-1%,-4%
Cc1cccc(/C=N/NC(=O)CN2CCCCCCC2)c1,?,2%,-19%
CCN(C(=O)CSc1nnc(CNc2cccc(OC)c2)n1C1CCCCC1)C1CCS(=O)(=O)C1 (stereo not drawn),5%,12%,-4%
Nc1ncnc2c1ncn2[C@@H]1O[C@H](CNC(=O)[C@@H](N)CO)[C@@H](O)[C@H]1O,1%[56.1 µM],13%,·
c1ccc(-c2nc3ccccc3[nH]2)cc1,·,3%,0%
Cn1c(=O)c2c(nc(N3CCOCC3)n2C)n(C)c1=O,7%,8%,-1%
N#Cc1cc2c(=O)n3ccccc3nc2n(-c2nnc(SCc3ccccc3F)s2)c1=O,0%,-3%,·
Cn1ccc(C(=O)Nc2ccc(Br)cc2Br)n1,0%,8%,24%
COc1cc(/C=C/C(=O)Nc2ccc(OC)c(S(=O)(=O)N3CCOCC3)c2)ccc1OCC#N,0%,-3%,·
COc1ccccc1-c1nc(NC(C)=O)n[nH]1,6%,-11%,9%
COc1cc(/C=N/O)c(Br)cc1OCC(=O)Nc1ccccc1C,0%,5%,-6%
CC(=O)Nc1ccc(CN2CCC(Oc3ccc(C(=O)N4CCCC4)cc3)CC2)cc1,6%,12%,-1%
O=S(=O)(Nc1nc2ccccc2s1)c1cc(F)ccc1F,5%,5%,-1%
CCOC(=O)c1ccc(S(=O)(=O)NNC(=O)COc2cccc(C)c2)cc1,4%,2%,15%
CCc1cc2c3c(c1)C(C)CC(C)(C)N3C(=O)/C2=C1\SC(=O)NC1=O (stereo not drawn),10%,-9%,-10%
CC1=NN(C(N)=S)C(C)(C)C1,7%,-5%,-10%
C[C@@]12CCC=C[C@H]1[C@H](c1ccc(/C=C/c3ccccc3)cc1F)N(Cc1ccccc1)C2=O,-1%,-12%,-1%
O=C(COC(=O)CCC(=O)c1ccc(Cl)cc1)NC1CC1,3%,1%,13%
Cc1ccc(OC(=O)CCC(=O)Nc2ccc(Br)cc2)cc1,2%,-4%,-8%
COCCN1C(=O)c2oc3cc(C)cc(C)c3c(=O)c2C1c1cccc(O)c1 (stereo not drawn),7%,-12%,·

Additional structures
mol,TDP1 block,FEN1 inh,N370S GC
COc1cccc(NC(=O)Cn2cc(C(=O)c3ccc(F)cc3)c(=O)c3cc(OC)ccc32)c1,4%,4%,·
NC(=O)c1ccc(NC(=O)COC(=O)CCc2ccc(S(=O)(=O)N3CCCCC3)cc2)cc1,5%,18%,-9%
O=C(O)C1CCCN(S(=O)(=O)c2cccc3cccnc23)C1 (stereo not drawn),3%,3%,5%
O=C(Nc1cccnc1)c1noc2c1CCCC2,2%,0%,11%
CCNc1nc(NC(C)C)nc(N(C#N)CCOc2ccccc2)n1,2%,0%,15%
CC(C)CCNC(=O)c1ccc2c(c1)N(Cc1ccccc1F)C(=O)c1ccccc1S2(=O)=O,2%,-7%,·
O=c1cc(C(Cl)(Cl)Cl)oc2c1ccc1ccccc12,2%,2%,18%
CCN(CC)c1ccc(NC(=O)Nc2cccc(C(C)=O)c2)cc1,9%,-17%,4%
Cc1ccccc1OCC(=O)Nc1ccc2c(c1)OCCO2,5%,-16%,3%
NC(=O)N/N=C1\c2ccccc2-c2c(C(N)=O)cccc21,·,-10%,7%
COc1cccc(C(=O)Nc2cc(C(=O)NCc3ccc(C)cc3)ccc2N2CCC3(CC2)CC(c2ccccc2)=NO3)c1,·,-3%,-8%
CCC(C)N1CCN(S(=O)(=O)c2ccc(NC(C)=O)cc2)CC1 (stereo not drawn),3%,-1%,0%
Cc1cc2c(cc1S(=O)(=O)N1CCCC1)n(C)c(=O)c(=O)n2C,·,-10%,4%
COc1cc(C)ccc1OCc1cc(C(=O)N2C[C@H]3CC[C@H]2C3)no1,0%,-15%,-7%
O=C(OCC(=O)N1CCN(C(=O)c2ccco2)CC1)c1cccc(F)c1,1%,15%,·
C#CCN1C(=O)C(O)(CC(=O)c2ccc3c(c2)OCCO3)c2ccccc21 (stereo not drawn),1%,4%,8%
CC(=O)Oc1ccc(C)cc1N1C(=O)c2ccc(C(=O)O)cc2C1=O,2%,3%,-4%
COC(=O)c1ccc2ccccc2c1OC1OC(CO)C(O)C(O)C1NC(C)=O (stereo not drawn),·,-4%,-7%
COc1cccc2sc3cc(C#CC4(O)CCCCC4)ccc3c(=O)c12,3%,-19%,·
N#CCC(=O)Nc1ccc(C(=O)OCC(=O)NCc2ccc3c(c2)OCO3)cc1,2%,4%,·
CC1(C)COC(c2cc([N+](=O)[O-])ccc2Cl)=N1,4%,-10%,11%
CCC(C)Oc1cccc(OCCCCN2C(=O)NC(C)(C)C2=O)c1 (stereo not drawn),7%,-12%,5%
COc1cccc(NC2SC(=O)N(c3ccccc3)C2=O)c1 (stereo not drawn),-5%,-13%,4%
COC(=O)C1=C(C)Nc2nc(SCc3ccccc3)[nH]c(=O)c2C1c1cccs1 (stereo not drawn),1%,20%,16%
COc1ccc(CNC(=O)c2nn(C)c3c2CSc2ccccc2-3)cc1,9%,-3%,·
CC(C(=O)NCc1ccccc1)N1C(=O)c2ccccc2C1=O (stereo not drawn),·,3%,-9%
COC(=O)[C@@H](N)CSC/C=C(\C)CC/C=C(\C)CCC=C(C)C,7%&2%&3%,·,-1%&-24%&-13%
O=C1CCC(C(=O)N2CCCCO2)CN1Cc1cccc(F)c1 (stereo not drawn),2%,0%,-4%
CC1(CCc2ccccc2)NC(=S)N(c2ccccc2)N1 (stereo not drawn),1%,-3%,9%
Cc1ccc(NC(=O)CCn2cnc3onc(-c4ccc(F)cc4)c3c2=O)c(Br)c1,4%,-2%,·
CCOC(=O)N1CCN(Cc2nc3ccc([N+](=O)[O-])cc3c(=O)n2-c2ccc(OC)cc2OC)CC1,·,-8%,-7%
COc1ccc2c(C)cc(SCc3c(C)noc3C)nc2c1,-7%,-2%,27%
COc1ccc(NC(=O)CCC(=O)OCC(=O)c2ccc(Oc3ccc([N+](=O)[O-])cc3)cc2)cc1,0%,-1%,-1%

Exported with two lines to a compound: part of the list above.
Second line of a record – TDP1 block	FEN1 inh	N370S GC
> O=C(OCC(=O)N1CCN(C(=O)c2ccco2)CC1)c1cccc(F)c1
→ 1%	15%	·
> O=c1cc(C(Cl)(Cl)Cl)oc2c1ccc1ccccc12
→ 2%	2%	18%
> COc1cccc(NC2SC(=O)N(c3ccccc3)C2=O)c1 (stereo not drawn)
→ -5%	-13%	4%

One compound at a time, as listed above.
COc1ccc2c(C)cc(SCc3c(C)noc3C)nc2c1 is listed as TDP1 block: -7%; FEN1 inh: -2%; N370S GC: 27%
COC(=O)c1ccc2ccccc2c1OC1OC(CO)C(O)C(O)C1NC(C)=O (stereo not drawn) is listed as TDP1 block: ·; FEN1 inh: -4%; N370S GC: -7%

Reformatted as labelled records: entries from further up.
CSCCC(CO)NC(=O)OCc1ccccc1 (stereo not drawn)
  TDP1 block: 3%
  FEN1 inh: -5%
  N370S GC: -2%
COc1cc(/C=C/C(=O)Nc2ccc(OC)c(S(=O)(=O)N3CCOCC3)c2)ccc1OCC#N
  TDP1 block: 0%
  FEN1 inh: -3%
  N370S GC: ·
COCCN1C(=O)c2oc3cc(C)cc(C)c3c(=O)c2C1c1cccc(O)c1 (stereo not drawn)
  TDP1 block: 7%
  FEN1 inh: -12%
  N370S GC: ·
Cc1ccc(NC(=O)CCn2cnc3onc(-c4ccc(F)cc4)c3c2=O)c(Br)c1
  TDP1 block: 4%
  FEN1 inh: -2%
  N370S GC: ·
